Mdm2 ligase inh: inhibitors of human Mdm2 E3 ubiquitin ligase; Q00987; cell-based MDM2 ubiquitination luciferase reporter, 2 h; 0 = plate control, 100 = twice control, blank-subtracted; signal enhancement, % at 5 µM; 210,000 compounds, 0.11% hits; AID 1230;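 active = signal enhancement of 30% or more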;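 note: luminescence tracks abundance of the self-degrading MDM2-luciferase fusion protein; higher signal means inhibition of MDM2 E3 ligase activity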
Target sequence (Q00987 whole entry, looked up, the tested form may be a part): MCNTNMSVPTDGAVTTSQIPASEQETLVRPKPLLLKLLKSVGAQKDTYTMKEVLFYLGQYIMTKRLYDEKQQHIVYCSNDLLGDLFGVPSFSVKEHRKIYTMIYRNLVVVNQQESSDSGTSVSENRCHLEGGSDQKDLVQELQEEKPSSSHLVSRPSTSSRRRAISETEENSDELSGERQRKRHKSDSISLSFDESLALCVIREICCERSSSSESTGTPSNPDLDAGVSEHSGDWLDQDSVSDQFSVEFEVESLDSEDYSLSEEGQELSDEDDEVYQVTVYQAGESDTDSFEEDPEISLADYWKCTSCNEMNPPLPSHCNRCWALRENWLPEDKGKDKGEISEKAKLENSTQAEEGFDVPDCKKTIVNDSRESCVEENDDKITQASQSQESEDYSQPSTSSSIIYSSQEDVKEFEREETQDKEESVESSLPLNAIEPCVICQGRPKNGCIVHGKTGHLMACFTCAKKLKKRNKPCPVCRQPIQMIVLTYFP
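Assay system: stable mammalian line carrying autodegrading MDM2–luciferase fusion reporter; Input: 2000 cells in each well; Compound dosing: single-point 5 µM; Schedule: 2 h compound exposure at 37 °C; Signal: SteadyLite luciferase luminescence after 15 min room-temperature reagent incubation; Evaluation: % luminescence enhancement versus blank-corrected plate control mean; Benchmarks: plate controls and plate blanks.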
TNF death inh: inhibitors of TNF-alpha induced necroptosis in Jurkat FADD-/- cells | Jurkat FADD-/- TNF necroptosis rescue, ATP luminescence, 24 h; 0 = TNF only, 100 = no-TNF cells | activation (protection from cell death), % at 10 µM | 220,000 compounds, 0.068% hits;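 active = activation, meaning protection from cell death, of at least 50% relative to plate controls; inactive = activation below 50%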;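 note: necroptosis triggered by 40 ng/mL TNF-alpha added together with compound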
CHOP inh: blocks CHOP induction under ER stress; CHO-K1 CHOP-promoter luciferase, tunicamycin-induced, 15-18 h; inhibition, % at 10 µM; 220,000 compounds, 3.8% hits; AID 2732;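 active = compounds that reduced the stress-induced luciferase reporter signal by more than about 70% of percent inhibition, limit read from the data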;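 note: 0% = tunicamycin plus vehicle and 100% = wells without tunicamycin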
p47phox inh: blocks human p47phox regulatory protein of NADPH oxidases | P14598 | inhibition, % at 24.7 µM | p47phox/p22phox peptide binding, fluorescence polarization, 2 h | 220,000 compounds, 0.53% hits;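 active = inhibition above about 30%, limit read from the data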;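 note: 0% = p47phox with labelled peptide and 100% = labelled peptide alone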
Runt-SMMHC FRET: Runt domain-CBFb-SMMHC interaction inhibition; Cerulean-Runt/Venus-CBFb-SMMHC FRET ratio 530/480, 1 h; Q01196+Q13951; inhibition, % at 20 µM; 220,000 compounds, 0.74% hits;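 active = mean inhibition across duplicate retests at 20 µM reaching about 50%, limit read from the data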;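 note: 0% = DMSO wells and 100% = wells with excess untagged CBFb-SMMHC; inhibitors lower the FRET ratio by blocking Runt binding to CBFb-SMMHC; some results filed as inactive read as strong as hits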
EBV gp42 block: EBV gp42 inhibition | Fluorescence polarization binding assay, mP read-out | 220,000 compounds, 0.42% hits | inhibition, % (tested at 21.74 µM) | Q1HVG2; in the data active = inhibition above about 50%
zfTRPN1 agonist: agonists of zebrafish TRPN1 channel | HEK293 zebrafish TRPN1-YFP, Fluo-8 calcium fluorescence; 100% = response to 87 µM carbachol | activation, % at 3 µM | 220,000 compounds, 0.18% hits | AID 1424;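 active = activation above its plate's cutoff, the mean activation of test wells on that plate plus 3 SD, cut at about 19% in these data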;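 note: 0% = DMSO alone and 100% = 87 µM carbachol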
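Control set: carbachol 87 µM as high control, DMSO as low control; system: HEK293 stable line with zebrafish TRPN1-YFP; read-out: % activation versus carbachol response; detection: intracellular calcium fluorescence with Fluo-8; doses: single test compound dose, 3 µM nominal, 0.3% DMSO; schedule: dye 1 h 37 °C plus 30 min RT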
TRPML3 ag: human mucolipin-3 channel agonism. Q8TDD5. HEK293 TRPML3-YFP, Fluo-8 calcium fluorescence; 100% = the carbachol control signal. activation, % at 3 µM. 220,000 compounds, 0.29% hits. AID 1448;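 active = activation above its plate's cutoff, the mean activation of the plate's test wells plus 3 SD, cut at about 12% in these data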;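 note: 0% = DMSO only wells and 100% = carbachol wells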
Target sequence (Q8TDD5 whole entry, looked up): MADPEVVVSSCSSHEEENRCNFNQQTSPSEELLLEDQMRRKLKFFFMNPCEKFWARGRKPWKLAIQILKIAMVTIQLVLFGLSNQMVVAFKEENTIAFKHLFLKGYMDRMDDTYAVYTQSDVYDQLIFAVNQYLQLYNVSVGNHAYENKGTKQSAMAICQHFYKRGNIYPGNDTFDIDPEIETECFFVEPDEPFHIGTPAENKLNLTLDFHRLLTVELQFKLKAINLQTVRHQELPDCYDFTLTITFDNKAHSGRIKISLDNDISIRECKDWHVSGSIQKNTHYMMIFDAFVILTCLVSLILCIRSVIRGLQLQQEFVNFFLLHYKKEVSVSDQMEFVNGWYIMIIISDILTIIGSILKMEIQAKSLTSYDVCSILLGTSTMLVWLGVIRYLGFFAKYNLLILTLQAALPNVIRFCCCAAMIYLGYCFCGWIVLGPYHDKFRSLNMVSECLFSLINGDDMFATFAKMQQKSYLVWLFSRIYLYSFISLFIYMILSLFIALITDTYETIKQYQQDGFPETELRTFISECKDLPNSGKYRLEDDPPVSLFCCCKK
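Material: TRPML3-YFP stable HEK293 cells | Dosing: One concentration, 3 µM nominal, 0.3% DMSO | Timing: 125 s total fluorescence read per well | Technique: Fluo-8 calcium dye fluorescence, ex 470-495, em 515-575 nm | Measure: Percent activation from peak-to-basal fluorescence ratio, scaled between DMSO and carbachol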
PPC-1+TRAIL kill: PPC-1 cancer cell killing with TRAIL present | PPC-1 cells + TRAIL, ATPLite viability luminescence | cell killing (% activity), % at 4 µM | 220,000 compounds, 0.41% hits;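 active = cell killing above 50% in the first pass at 4 µM, then a duplicate retest at 5 µM averaging 50% or more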;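 note: plate controls were cells with TRAIL plus DMSO for no effect and medium-only wells lacking cells for full effect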
* marks the source's active call; other numbers are inactive results; . = not tested or not shown.

A first look (two entries):
SMILES | Mdm2 ligase inh | TNF death inh | CHOP inh | p47phox inh | Runt-SMMHC FRET | EBV gp42 block | zfTRPN1 agonist | TRPML3 ag | PPC-1+TRAIL kill
COCC(C)n1c(SCC(=O)c2cc(C)n(C)c2C)nc2ccccc2c1=O (centres undefined) | 7 | 1.9 | 31 | -12 | -2 | 5 | -1.2 | 0.4 | 8
C=CCON/C(CCC)=C1\C(=O)C(C(=O)OC)C(C)(C)CC1=NC (centres undefined) | -1 | 0.4 | -9 | 15 | 0 | 5 | -0.4 | -0.3 | 32

This part in full, from the start:
SMILES | Mdm2 ligase inh | TNF death inh | CHOP inh | p47phox inh | Runt-SMMHC FRET | EBV gp42 block | zfTRPN1 agonist | TRPML3 ag | PPC-1+TRAIL kill
COCC(C)n1c(SCC(=O)c2cc(C)n(C)c2C)nc2ccccc2c1=O (centres undefined) | 7 | 1.9 | 31 | -12 | -2 | 5 | -1.2 | 0.4 | 8
C=CCON/C(CCC)=C1\C(=O)C(C(=O)OC)C(C)(C)CC1=NC (centres undefined) | -1 | 0.4 | -9 | 15 | 0 | 5 | -0.4 | -0.3 | 32
CCOc1cc(C(=O)Nc2ccc(S(=O)(=O)Nc3cc(C)on3)cc2)cc(OCC)c1OCC | -10 | 0.0 | 16 | -10 | 0 | -3 | 0.1 | 0.8 | -4
Cc1nnc(SCc2ccc(C(=O)Nc3cc(Cl)ccc3C)cc2)s1 | -3 | 1.6 | -14 | -2 | 2 | -7 | -1.2 | -1.2 | 3
CCSc1nnc(-c2sc3nnc(-c4ccccc4)c(-c4ccccc4)c3c2N)o1 | -7 | -1.3 | 32 | -21 | -436 | 167* | 4.7 | 1.4 | 29
CC(Sc1nc2ccccc2o1)C(=O)O (centres undefined) | -5 | -1.1 | 32 | -3 | -2 | -27 | -0.3 | 0.0 | 12
CCOC(=O)c1ccc(NC(=O)Nc2cccc(C)n2)cc1 | -87 | 1.4 | 54 | 8 | 4 | -6 | 0.5 | 0.0 | 13
COc1ccc(CCNC(=O)COc2ccc(N(C)S(=O)(=O)c3ccc(C)cc3)cc2)cc1 | -5 | 0.1 | 5 | -2 | -7 | -3 | -1.0 | 6.6 | -9
COC1CCCN(Cc2cn(C)nc2-c2ccc(Oc3ccccc3)cc2)C1 (centres undefined) | -6 | 0.0 | 19 | -11 | -1 | 4 | -0.3 | -0.1 | -3
CCOC(=O)/C(C#N)=C/c1ccc(OCC(=O)Nc2ccc(OC)cc2)c(OC)c1 | -12 | -1.9 | 7 | 10 | -4 | -13 | 1.5 | 0.2 | -6
CN(CC(=O)Nc1ccc(N2CCOCC2)cc1)Cc1cc(=O)n2ccsc2n1 | -4 | -2.7 | 7 | -2 | -3 | -18 | 1.4 | 1.1 | -9
Cc1ccc(C)c(NC(=O)C2Cc3ccccc3CN2C(=O)OCc2ccccc2)c1 (centres undefined) | -36 | -1.7 | 50 | -3 | 2 | 0 | -1.4 | -1.3 | 6
CCCCc1ccc(NS(=O)(=O)N(C)C)cc1 | -13 | 0.9 | 69 | 2 | 4 | -23 | 0.4 | -1.3 | 1
O=C(c1ccc(Cl)c(S(=O)(=O)N2CCCCCC2)c1)N1CCN(CCO)CC1 | -2 | -0.6 | 14 | -8 | 0 | -4 | -0.5 | 0.2 | 14
C[C@@H]1Cc2c(O)c(O)cc(O)c2C(=O)O1 | -74 | -1.3 | -22 | -5 | -8 | -1 | . | . | -1
COCCN1Cc2c(sc(C)c2C)N(C(=O)c2ccccc2)C1 | 3 | -2.4 | 0 | -4 | 2 | -12 | 0.4 | 0.4 | -19
CCN(CC)S(=O)(=O)c1cccc(-c2n[nH]c(=S)n2C(C)COC)c1 (centres undefined) | . | 0.7 | 15 | . | 5 | -11 | 0.0 | 0.6 | -8
CCOc1ccc(N2CCc3c(C)nc(SC)nc32)cc1 | -1 | -6.8 | 96* | -4 | 1 | -2 | -2.2 | 0.4 | 14
CCOc1nc(NCc2ccco2)nc(Nc2ccc(OC)cc2)n1 | -8 | -6.3 | 53 | -20 | 2 | -29 | -2.6 | -1.8 | 2
COC(=O)c1cc(=O)n(-c2ccc(C(F)(F)F)cc2)[nH]1 | -6 | 1.8 | 30 | -20 | 0 | -19 | -0.3 | 0.3 | -6
COc1ccc(/C=C/C2=NC(=C\N(C)C)/C(=O)O2)cc1 | -12 | -0.5 | -18 | 2 | 30 | -6 | 0.7 | -1.1 | -2
O=C(C1CC1)N(CCN(C(=O)C1CC1)c1ccccc1)c1ccccc1 | -3 | -1.7 | -3 | -13 | -3 | -7 | -0.1 | 0.0 | 32
Cc1occc1-c1nnc(SCC(=O)c2ccc(F)cc2)n1Cc1ccco1 | -15 | -0.2 | 42 | -7 | 3 | -12 | -1.3 | -0.5 | -4
CCCCC/S(CC1CC1(Cl)Cl)=N\S(=O)(=O)c1ccc(C)cc1 (centres undefined) | -19 | 0.1 | 3 | 3 | 2 | -7 | -1.5 | 0.0 | 2
CCN1CCCc2cc(CN(CCN3CCOCC3)C(=S)Nc3ccccc3OC)ccc21 | -7 | 0.8 | 2 | -7 | -2 | -14 | -2.2 | 0.7 | -2
COc1ccc(NCCNc2ccc(OC)cc2)cc1 | -3 | 0.7 | 8 | 12 | 0 | -18 | 0.2 | 0.7 | -1
c1ccc(COc2cccc(CNCc3cccs3)c2)cc1 | -13 | 1.4 | 48 | -8 | -4 | -8 | -0.3 | 0.7 | -2
CC(=O)c1ccc(N2CCN(C(=S)NCCCN(C)C)CC2)cc1 | -11 | -0.9 | -1 | -16 | 5 | 2 | -0.3 | -0.2 | 10
COc1ccc(C(=O)NCc2ccccc2OC)c(OC)c1 | -5 | 2.3 | -10 | -8 | -2 | -2 | -1.9 | -0.3 | 8
O=C(Oc1ccccc1)c1ccc2c(c1)C(=O)N(Cc1ccncc1)C2=O | -16 | -1.2 | 7 | -13 | -2 | -22 | 8.3 | 5.1 | 10
CC(Sc1nc(N2CCCCC2)c2c(c1C#N)CCCC2)C(=O)O (centres undefined) | -16 | -1.0 | 26 | -9 | -4 | -5 | -0.9 | -0.3 | 17
CC(=O)c1cccc(NC(=S)NC(=O)c2ccccc2Cl)c1 | -22 | 3.6 | -3 | 7 | -3 | -2 | 0.1 | -0.5 | 6
O=C(C[n+]1ccccc1)N/N=C/c1ccccc1F | -4 | 0.2 | 44 | 4 | 0 | 1 | -1.1 | 1.2 | 28
CC(C)c1ccc(NS(=O)(=O)c2ccc3[nH]cc(C(=O)N4CCC(C(N)=O)CC4)c(=O)c3c2)cc1 | -3 | -2.2 | 10 | -7 | 1 | -15 | 0.7 | 0.1 | 1
COCCn1c(SCc2ccc(C(=O)OC)o2)nc2ccccc2c1=O | -7 | -0.9 | 47 | -8 | 2 | -28 | -1.0 | 0.1 | -1
O=C(NN1C(=O)c2ccccc2NC1c1ccoc1)c1ccc([N+](=O)[O-])cc1 (centres undefined) | -1 | 0.3 | -2 | -9 | 3 | -9 | 0.2 | 0.7 | .
O=C(Cc1cccc2ccccc12)Nc1ccccc1C(=O)O | -2 | 1.9 | 30 | 2 | 1 | -18 | -0.8 | 0.5 | 15
CCc1ccc(NC(=O)CCCN2C(=S)NC(C)(C)CC2C)cc1 (centres undefined) | -5 | -0.6 | 17 | -12 | -3 | -6 | 0.0 | 0.7 | -5
CCCn1c(CCNC(=O)c2cccs2)nc2ccccc21 | -8 | 3.2 | 20 | 4 | 3 | 3 | 0.3 | -1.2 | .
CCn1c(SCc2nc3ccccc3nc2C)nnc1-c1cccs1 | -30 | -3.0 | 12 | -4 | 4 | 0 | 0.9 | 0.2 | -1
CCOC(=O)/C(=C\c1ccc([N+](=O)[O-])o1)NC(=O)c1ccccc1 | 4 | -3.5 | -3 | -4 | 15 | 0 | 14 | 0.6 | 5
Cc1ccc(C(=O)Nc2cccc(C(=O)NCc3ccccc3)c2)cc1 | -7 | 3.1 | 15 | -5 | 0 | 13 | 0.6 | 0.1 | -6
CN1CCN(CC(=O)N/N=C\c2c[nH]c3ccccc23)CC1 | -11 | 1.2 | -12 | -7 | 1 | -10 | 1.6 | 1.0 | 18
CCCN(CCC)CCCNC(=O)c1cn(CCOC)c(=O)c2c1c1ccccc1n2C | 10 | -2.2 | -12 | -3 | -4 | -17 | 1.9 | 0.9 | 11
C/C(=C\c1ccccc1)CN1CCC(C(=O)N2CCCCC2)CC1 | -2 | 3.0 | 8 | 0 | 2 | -4 | 2.3 | 1.2 | 2
CCN(CC)C(=O)CSc1nnc(-c2ccc(O)cc2)n1CC1CCCO1 (centres undefined) | -8 | 1.1 | -11 | -8 | 4 | -11 | 1.6 | 1.2 | 0
O=C(NCc1ccncc1)Nc1ccc(Cl)cc1Cl | 3 | 7.4 | 2 | -11 | -2 | -19 | -0.9 | -0.1 | 21
CCc1nnc2sc(-c3cc(-c4ccccc4)nc4ccccc34)nn12 | -11 | -2.8 | 58 | -13 | -3 | 0 | -0.5 | -0.2 | -3
Cc1nnc(NC(=O)CCCOc2ccccc2)s1 | -26 | -0.4 | 26 | -4 | 1 | -13 | 0.3 | 0.2 | 5
CCOC(=O)N1CCN(C(=O)Nc2sc3nc4n(c(=O)c3c2C)CCC(C)CC4)CC1 (centres undefined) | -7 | -2.8 | 40 | -35 | 4 | -7 | -0.8 | -0.5 | 17
CCn1ncc2c(OCc3ccc(C#N)cc3)cc(C)nc21 | -15 | -4.5 | 52 | -2 | -5 | -12 | -2.4 | -0.9 | 13
COc1ccc(-c2cc(C(=O)Nc3ccccc3SC)no2)cc1OC | -6 | -1.9 | 40 | 3 | 6 | -4 | 1.6 | 0.5 | 6
CC(=O)c1sc2nc(-c3ccco3)ccc2c1N | -13 | -8.1 | 7 | -12 | -124 | 9 | -0.5 | -0.2 | -2
CCCN1CCc2c(sc(NC(=S)NC(=O)c3ccccc3)c2C#N)C1 | -6 | 0.8 | -20 | -16 | 93* | -23 | 4.0 | 4.4 | 26
O=C(CSc1ccccn1)Nc1cccc2ccccc12 | -5 | -1.3 | -8 | -6 | 14 | 4 | -1.1 | 0.0 | 13
O=C(CSc1ccsc1[N+](=O)[O-])Nc1cccc(F)c1 | 1 | 3.9 | 29 | -11 | -10 | 62* | -0.8 | -0.5 | 22
CCc1ccc(NC(=O)Cn2c(SC)nc3ccccc32)cc1 | -7 | 2.5 | 8 | -13 | 0 | -23 | -0.4 | -0.2 | -38
COC(=O)C1c2ccccc2-c2ccccc21 | 21 | 0.8 | 4 | 10 | 2 | 1 | 0.1 | 0.0 | 3
C/C(=N\Nc1nc(-c2ccccn2)nc2ccccc12)c1ccc(F)cc1 | . | -15 | 46 | -23 | -3 | -18 | 1.9 | 0.8 | 16
